Screening results: PubChem BioAssay, Sanford-Burnham Center for Chemical Genomics
APJ ag = APJ receptor agonism. P35414. CHO-K1 APJ PathHunter beta-arrestin, luminescence; 0% DMSO wells, 100% apelin. activation, % at 20 µM. 330,000 compounds, 0.11% hits. AID 2520;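 active = activation more than six SD over the plate average, tested at 20 µM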;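 also: 0% = DMSO alone and 100% = apelin-13 at 10 nM; some results filed as inactive read as strong as hits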
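Incubation: overnight seeding, 90 min compound at 25 °C, 1 h detection; test system: PathHunter CHO-K1 APJ (AGTRL-1) beta-arrestin reporter cells; amount: 1000 cells/well; doses: one dose, 20 µM compound, 1% DMSO; measured by: beta-gal luminescence; measure: agonist-driven arrestin binding to APJ; benchmarks: negative DMSO alone, positive Apelin-13 at 10 nM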
NALP3 yeast inh = NALP3 inhibition in yeast | Yeast reconstituted NLRP3/ASC/caspase-1, beta-gal luminescence, 24 h | inhibition, % at 10 µM | 330,000 compounds, 0.39% hits | AID 2825;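 active = inhibition of 50% or more; inactive = inhibition below 50%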;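 also: plate controls were induced DMSO wells for no effect and uninduced yeast grown without galactose for full effect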
CHOP UPR activ = apoptotic UPR (CHOP) activation; CHO-CHOP luciferase reporter, luminescence; percent of tunicamycin response over DMSO baseline; activation, % at 10 µM; 330,000 compounds, 0.34% hits; AID 449763;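 active = at 10 µM dose, activation of 40% or more, normalized to positive control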;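 also: 100% = tunicamycin at 10 µg/mL and 0% = DMSO alone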
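Test system: CHO-CHOP cells, stable luciferase reporter of PERK-eIF2a-CHOP signalling | Quantity: 500 CHO-CHOP cells per well | Buffer or medium: F12 plus 10% serum | Compound dosing: 10 µM single point, 0.5% DMSO | Schedule: 6 h compound treatment, 37 °C | Signal: Luciferase luminescence | Control set: Tunicamycin high control, DMSO low control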
tim10-1 inh = tim10-1 yeast growth inhibition | S. cerevisiae tim10-1 ts strain growth, BacTiter-Glo, 24 h | inhibition, % at 20 µM | 330,000 compounds, 2.2% hits | AID 463190;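 active = inhibition of at least 40%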;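 also: mutant grown at 25 °C; 0% = DMSO wells with yeast and 100% = wells holding no yeast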
TIM10 inh = TIM10 yeast growth inhibition; S. cerevisiae TIM10 strain growth, BacTiter-Glo luminescence, 24 h; 330,000 compounds, 1.4% hits; inhibition, % at 10 µM;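 active = inhibition of 40% or more at the single tested concentration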;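 also: wild-type TIM10 isogenic control strain grown at permissive 25 °C; 0% = DMSO yeast wells and 100% = minimal medium wells without yeast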
Mdm2-MdmX inh = human Mdm2/MdmX binding inhibition; SaOS-2 split-luciferase Mdm2/MdmX complementation, luminescence; inhibition, % at 8 µM; 330,000 compounds, 3% hits; AID 485346;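 active = inhibition of at least 50% at 8 µM in the primary screen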
Target sequence (O15151 whole entry, looked up): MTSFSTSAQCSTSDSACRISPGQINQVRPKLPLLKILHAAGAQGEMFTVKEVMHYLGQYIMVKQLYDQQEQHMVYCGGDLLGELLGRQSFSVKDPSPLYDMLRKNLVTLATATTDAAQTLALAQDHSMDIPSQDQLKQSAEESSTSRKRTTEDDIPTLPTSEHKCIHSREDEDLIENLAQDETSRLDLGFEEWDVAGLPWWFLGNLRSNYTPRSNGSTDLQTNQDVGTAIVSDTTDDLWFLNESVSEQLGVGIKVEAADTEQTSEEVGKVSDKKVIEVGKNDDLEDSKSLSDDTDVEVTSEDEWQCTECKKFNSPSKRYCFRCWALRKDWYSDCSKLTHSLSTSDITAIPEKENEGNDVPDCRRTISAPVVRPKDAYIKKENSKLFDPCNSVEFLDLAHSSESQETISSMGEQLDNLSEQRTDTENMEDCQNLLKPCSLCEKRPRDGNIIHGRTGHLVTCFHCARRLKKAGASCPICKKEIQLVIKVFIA
Target sequence (Q00987 whole entry, looked up): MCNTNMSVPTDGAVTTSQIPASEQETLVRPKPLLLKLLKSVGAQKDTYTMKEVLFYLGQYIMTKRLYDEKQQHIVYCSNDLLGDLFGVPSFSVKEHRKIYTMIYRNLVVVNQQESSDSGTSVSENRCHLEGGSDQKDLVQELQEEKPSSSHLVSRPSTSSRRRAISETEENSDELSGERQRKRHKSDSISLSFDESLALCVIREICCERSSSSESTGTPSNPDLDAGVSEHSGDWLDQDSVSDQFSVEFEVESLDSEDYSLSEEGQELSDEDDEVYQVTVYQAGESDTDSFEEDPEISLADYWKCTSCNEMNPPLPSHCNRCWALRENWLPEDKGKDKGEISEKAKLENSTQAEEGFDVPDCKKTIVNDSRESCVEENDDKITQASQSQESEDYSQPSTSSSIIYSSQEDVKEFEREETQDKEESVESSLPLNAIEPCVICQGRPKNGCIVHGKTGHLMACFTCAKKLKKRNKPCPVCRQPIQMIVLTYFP
UPR XBP1 act = adaptive UPR (XBP1) activation; 330,000 compounds, 0.33% hits; activation, % at 20 µM; CHO-XBP1 luciferase reporter, IRE1-XBP1 UPR activation, luminescence; percent of tunicamycin response, DMSO as zero;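 active = versus positive control, 20 µM dose yields 30% or more activation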;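 also: 100% = tunicamycin at 10 µg/mL and 0% = DMSO only wells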
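Material: CHO cell line with stable XBP1 luciferase reporter; buffer or medium: F12 medium containing 10% fetal bovine serum; compound: single point, 20 µM final compound, 1% DMSO; incubation: 6 h treatment, 37 °C; measured by: glow luminescence from Steady-Glo reagent; evaluation: activation, % of tunicamycin; control set: tunicamycin high, DMSO low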
tim23-1 inh = inhibits growth of tim23-1 mutant yeast | S. cerevisiae tim23-1 growth, BacTiter-Glo luminescence, 24 h | inhibition, % at 20 µM | 330,000 compounds, 1.3% hits | AID 463212;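 active = growth inhibition of the mutant yeast at or above 50%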;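 also: temperature-sensitive mutant grown at 25 °C; plate controls were DMSO-treated mutant yeast for no effect and medium wells lacking yeast for full effect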
NR3A LBD binder = modulators (binders) of human NR3A ligand-binding domain; NR3A LBD differential scanning fluorimetry, Tm shift; 0% = protein alone, 100% = glycine-bound protein; Tm shift relative to glycine control, % at 25 µM; 340,000 compounds, 2.5% hits;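 active = melting temperature shift of at least 10% of the positive control shift, at one fixed dose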
Numbers without * were called inactive; / = not tested or not shown.

SMILES	APJ ag	NALP3 yeast inh	CHOP UPR activ	tim10-1 inh	TIM10 inh	Mdm2-MdmX inh	UPR XBP1 act	tim23-1 inh	NR3A LBD binder
C=CCN1C=C2C(=O)C(C)(OC(=O)CCC(=O)OC)C(=O)C=C2C=C1C1CC1 (stereo not drawn)	27	6	0.6	6	13	-29	0	12	0
COc1ccccc1CNC(=O)Cn1cnc2ccccc2c1=O	0	14	-1.2	9	20	5	-2	-18	1
Cc1ccc(OCC(=O)N2CCN(C(=O)c3cccnc3)CC2)cc1	4	6	-1.4	-1	-1	-8	0	-19	-1
COc1ccc2[nH]c(CN3CCN(CCC(C)C)C(CCO)C3)c(C)c2c1 (stereo not drawn)	-3	9	-0.6	-17	5	-16	1	12	-1
Cc1ccc2c(c1)N(CC(=O)N1CCN(c3ccccc3)CC1)C(=O)C(C)O2 (stereo not drawn)	1	18	1.9	-16	-1	19	-2	-7	-1
CCOc1ccc(C(=O)c2ccc([N+](=O)[O-])cc2Cl)cc1	5	32	-2.0	28	-5	20	-2	32	1
CC(=O)Nc1ccc(S(=O)(=O)Nc2nc3ccccc3nc2Nc2cccc(O)c2)cc1	-3	13	1.0	4	7	-8	-3	13	19*
CCCCOc1ccc(OCCCN2CCOCC2)cc1	9	14	2.1	-10	-25	-13	-2	19	3
CCCn1nc(NS(=O)(=O)c2ccccc2)c2cc3ccccc3nc21	-1	-10	0.1	5	5	14	-4	19	1
O=C(NCCCN1CCCC1)c1cccc(N2CCCC2=O)c1	0	-5	-3.6	0	-18	16	2	1	0
Cc1nnc(SCC(=O)O)o1	-1	9	-0.8	3	-1	25	-3	-2	1
Oc1ccc(C(c2nnnn2CCc2ccccc2)N2CCN(c3nc4ccccc4s3)CC2)cc1 (stereo not drawn)	-1	21	1.8	6	14	13	1	7	4
C=CCNC(=S)NNC(=O)c1ccncc1	-2	33	1.9	10	12	-9	4	5	0
O=C1CCCc2c1cc(-c1ccccc1)n2-c1ccc(O)cc1	-2	-5	-0.8	6	19	31	-2	10	0
CC(=O)/C(=N/Nc1ccccc1)Sc1nnc(C(O)c2ccccc2)n1-c1ccccc1 (stereo not drawn)	-3	22	1.4	10	9	-12	-1	22	0
Cc1cccc(N2CC34C=CC(O3)C(C(=O)O)C4C2=O)c1 (stereo not drawn)	12	0	-0.4	-1	10	-43	1	5	-1
CCN(CC)C(=O)C(C)N(C#N)c1nc(NC(C)C)nc(NC(C)C)n1 (stereo not drawn)	4	-6	0.7	-5	16	20	0	20	1
COc1ccc(Cc2nnc3c4cnn(C)c4ncn23)cc1	4	11	-0.1	17	-7	22	0	22	-5
COc1nc(-c2ccc(Cl)cc2Cl)nc2ccccc12	-4	5	2.4	6	-13	-7	2	16	4
Cc1cc(C)c(S(=O)(=O)Nc2ccc(OCC(=O)O)cc2)c(C)c1	1	13	0.4	3	1	32	-2	7	0
CCOC(=O)N1CCC(NC(=O)c2ccc(Cl)cc2)CC1	-3	16	-1.8	-3	0	18	-3	-8	1
Nc1ccc(Cc2nc3cc4ccccc4cc3[nH]2)cc1	1	14	1.6	-6	-21	69*	7	-9	0
CC(=O)Oc1ccc(/C=C(\NC(=O)c2ccco2)C(=O)Nc2ccc(C(C)=O)cc2)cc1	-3	26	0.9	8	-2	18	2	9	-1
Cc1c(C(=O)OCC(=O)Nc2ccccc2OC(F)F)cccc1[N+](=O)[O-]	-1	26	1.2	2	0	10	3	14	-3
CN(c1cccc(NC(=O)CN(c2ccc(C34CC5CC(CC(C5)C3)C4)cc2)S(C)(=O)=O)c1)S(C)(=O)=O	6	5	32	10	6	76*	5	5	30*
CC(C)NC(=O)CC1C(=O)NCCN1CC(c1ccccc1)c1ccccc1 (stereo not drawn)	-2	7	-1.1	14	3	-9	-1	18	2
O=C(CO)N/N=C/c1ccc(Cl)cc1	-3	-7	1.0	8	0	5	0	11	0
CCCCNC(=S)Nc1cccc2cnccc12	4	11	-1.5	11	1	-1	0	18	1
CCN1CCN(C(=O)CN2C(=O)c3ccccc3S2(=O)=O)CC1	2	5	1.9	-17	-1	9	-3	-16	3
Oc1ccc2ccccc2c1-c1sc(Nc2ccccc2)n[n+]1-c1ccc(F)cc1	17	25	-2.2	16	25	-27	-1	26	-5
O=C(COc1cccc(Br)c1)N/N=C1\CCSC1	-2	6	-1.0	0	-15	-16	-4	22	-2
CC/C(C)=N/Nc1nc2c(c(=O)[nH]c(=O)n2C)n1CCc1ccccc1	4	14	-1.3	10	-2	0	1	32	-1
CCOc1ccccc1NC(=O)CC(O)(C(F)(F)F)C(F)(F)F	-3	-7	-1.2	19	-10	3	-1	20	2
COc1cc(C(=O)NCCOc2cc(C)cc(C)c2)cc(OC)c1OC	-3	17	-1.8	0	-7	49	-1	0	1
C=CCc1ccc(OCCCCNC(C)CC)c(OC)c1 (stereo not drawn)	-1	10	-1.8	-13	6	19	-2	13	2
O=c1oc2ccccc2c2c1ccc1ccccc12	/	/	0.7	4	-48	14	-1	49	-34
COc1ccc(OC)c(S(=O)(=O)N/N=C\c2ccc3c(c2)OCO3)c1	-1	20	0.3	0	7	-19	-3	9	2
C=CCOc1c(CNc2ncn[nH]2)cccc1OCC	-3	3	-1.0	15	3	-20	-3	6	0
Cc1onc(C(=O)NN)c1C(=O)Nc1ncc(C(F)(F)F)cc1Cl	-2	10	0.2	4	7	10	0	-1	1
CCOc1ccc(N(CC(=O)NCCSCc2ccccc2)S(=O)(=O)c2ccccc2)cc1	1	17	3.2	3	-10	21	-7	4	-2
CC[n+]1c(/C=C(\C)OC)sc2ccccc21	-4	4	0.8	17	-2	-14	0	15	-1
COc1ccc(-n2c(SCC(=O)Nc3sc4c(c3C#N)CCCC4)nnc2-c2ccccc2OC)cc1	-2	18	-1.7	23	10	45	0	13	0
Cc1ccc(-c2cc(-c3ccccc3)nc(N)c2C#N)o1	-2	27	1.9	-3	19	48	0	23	7
CC(C1CC1)N(C(=O)c1ccccc1O)c1ccccc1 (stereo not drawn)	6	7	-0.3	40	18	17	0	41	-1
O=C1CC(c2ccc(Cl)cc2)n2nc(N3C(=O)CCC3=O)nc2N1 (stereo not drawn)	2	-11	-0.8	3	-7	15	1	-1	0
CC(=O)N1CCc2cc(C(=O)CN3CCC(C)CC3)ccc21	-3	13	0.2	17	-7	-12	-2	8	3
Cc1ccc(CNC(=O)C2CCC(=O)N2Cc2ccccc2Cl)cc1 (stereo not drawn)	-4	27	0.9	19	-9	2	-1	20	-2
O=C(OCc1nnc(-c2ccccc2)o1)c1ccc2c(c1)OCCO2	-2	35	0.7	-3	-6	4	0	-3	1
CCn1c(=NC(=O)c2cccc(N3C(=O)CCC3=O)c2)sc2c(C)ccc(OC)c21	1	7	2.0	11	-1	21	7	28	-3
Cc1cc(C)cc(C(=O)NCC(=O)OCN2C(=O)c3ccccc3C2=O)c1	-3	6	1.8	0	-2	4	2	-10	2
Cc1cccc(NC(=O)CCN2C(=O)C3C4C=CC(C4)C3C2=O)n1 (stereo not drawn)	-1	11	0.4	-2	1	-6	-2	-3	1
CCN(CCn1cccn1)C(=O)c1cc(COc2ccc(F)c(F)c2)on1	6	19	5.7	16	-10	-44	1	6	-1
CC1CCC(NC(=O)COC(=O)CSc2ccc(C(N)=O)cc2[N+](=O)[O-])CC1 (stereo not drawn)	-6	6	-0.9	-1	14	24	5	-6	2
N#CC(=C1CCCC1)c1nc(-c2ccccc2O)cs1	-3	-4	2.4	12	13	-144	4	16	-2
COc1ccc2c(=O)c3ccccc3oc2c1	-2	57*	2.2	4	-4	-29	4	19	0
COc1ccc(/C=C2\SC(=S)N(CCCC(=O)Nc3cccc(C(=O)O)c3)C2=O)cc1OC	-9	10	0.2	7	15	17	-5	-2	-9
COc1ccccc1P(=O)(Cc1ccccc1[N+](=O)[O-])c1ccccc1 (stereo not drawn)	-5	17	-3.2	19	1	20	-2	14	-2
Cc1cccc(S(=O)(=O)NCCC(=O)OC(C)C(=O)NC(=O)NC2CCCCC2)c1 (stereo not drawn)	0	20	-2.5	9	-11	14	1	4	-2
COc1ccccc1N1CCN(S(=O)(=O)c2ccc3nc(-c4ccccc4)[nH]c3c2)CC1	2	20	2.9	42*	31	7	-3	37	7
CC(=O)Nc1cccc(NC(=O)CSc2ncc(C(=O)Nc3ccccc3)c(=O)n2C)c1	-10	18	202*	0	5	12	-5	16	-4
Additional results:
SMILES	APJ ag	NALP3 yeast inh	CHOP UPR activ	tim10-1 inh	TIM10 inh	Mdm2-MdmX inh	UPR XBP1 act	tim23-1 inh	NR3A LBD binder
C=CCn1cc(-c2cccc(C(F)(F)F)c2)cc(C#N)c1=O	0	13	2.1	0	10	26	-2	9	5
Cc1ccc(NC2=CC(=O)CC(C)(C)C2)cc1F	-4	5	0.1	-5	14	-4	4	5	-1
C=CCN1C(=O)c2ccccc2NC1c1ccc(Br)s1 (stereo not drawn)	-2	12	-0.6	3	2	0	4	13	1
CCOc1ccccc1N(C)C(=O)c1nn(-c2ccc(OC)cc2OC)c(=O)c2ccccc12	0	26	-2.1	37	15	8	-1	27	-1
COc1ccc(NC(=O)CSc2c3c(nc4ccccc24)CCC3)c(OC)c1	-3	4	0.3	-26	-19	-21	-3	17	-2
Cc1cc(C)cc(N2CCN(C(=O)N3CCOCC3)CC2)c1	-4	11	-1.0	15	8	23	-2	-4	0
CCN1C(=O)c2ccccc2S(=O)c2ccc(C(=O)NCCN(CC(C)C)CC(C)C)cc21 (stereo not drawn)	-5	13	-0.1	9	19	-3	-6	5	0
CC(C)OCCCNC(=S)NNC(=O)c1ccc(Cl)c(Cl)c1	-3	8	1.4	11	15	-13	-5	14	1
O=C(CSc1nnc(CNC(=O)c2ccccc2)o1)NCc1ccccc1	-2	0	1.3	4	0	25	0	-18	2
CCOc1ccccc1NC(=O)c1ccc2ccccc2c1	-3	37	3.0	-6	-4	7	1	24	2
